Screening data from PubChem.
GPR7 antag: GPR7 receptor antagonists, primary screen, cell-based, fluorescence, single concentration. 290,000 tested, 1.1% active. GPR7-expressing cells, fluorescence antagonist assay. AID 1861, 2009. Neuropeptides B/W receptor type 1 (Homo sapiens), P48145. inhibition, % at 4.4 µM; in the data active means inhibition above about 16%, passing the limit was not always enough;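 further: cells stimulated with the agonist NPW; 0% = agonist with vehicle and 100% = vehicle without agonist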
NALP1 inh: NALP1 inflammasome inhibitors in reconstituted yeast, colorimetric, S. cerevisiae, triplicate retest | S. cerevisiae NALP1/ASC/caspase-1 growth, X-gal OD620, 72 h | inhibition, % at 10 µM | 280,000 tested, 0.61% active | AID 2071, 2009; in the data active means inhibition mostly above about 24%, no sharp cut-off; inactive means mostly below about 32%; further: some compounds called inactive have numbers as strong as hits
PHOSPHO1 block: PubChem AID 1565. recombinant PHOSPHO1, absorbance phosphatase assay. Phosphoethanolamine/phosphocholine phosphatase (Homo sapiens), Q8TCT1. inhibition, % at 13.3 µM. 290,000 tested, 1.1% active; in the data active means inhibition above about 60%
MEKK2 WT-MEK5: modulators of MEK5 binding to wildtype MEKK2, primary screen, biochemical, multiplex bead flow cytometry, Alexa488-MEK5; 290,000 tested, 1.1% active; Alexa488-MEK5 binding to MEKK2 WT; actives lie on both sides; binding response (% of control), % at 10 µM; in the data active means binding response below about 67% or above about 130%
MEKK2 mut-MEK5: MEK5 binding signal on mutant MEKK2 PB1, primary screen, biochemical, multiplex bead flow cytometry, Alexa488-MEK5 | 290,000 tested, 0.35% active | AID 1530, 2009 | percent response, % at 10 µM | Alexa488-MEK5 binding to MEKK2 mutant; in the data active means percent response above about 24%, passing the limit was not always enough; further: inactives centre near 1; some results filed as inactive read as strong as hits; reference of the scale not given here
OXTR ag: human OXTR agonists, primary screen, fluorescence, CHO-OTR cells, Fluo-8 calcium; Fluo-8 calcium fluorescence; normalized: DMSO 0%, oxytocin 100%; activation, % at 3 µM; 320,000 tested, 0.32% active; AID 2435, 2010;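 active means activation above the mean of all tested compounds plus 3 SD, cutoff set per screening run, cut at about 20% in these data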;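 further: peak over basal fluorescence ratio from a 100 s FLIPR kinetic read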
Target sequence (P30559 whole entry, looked up): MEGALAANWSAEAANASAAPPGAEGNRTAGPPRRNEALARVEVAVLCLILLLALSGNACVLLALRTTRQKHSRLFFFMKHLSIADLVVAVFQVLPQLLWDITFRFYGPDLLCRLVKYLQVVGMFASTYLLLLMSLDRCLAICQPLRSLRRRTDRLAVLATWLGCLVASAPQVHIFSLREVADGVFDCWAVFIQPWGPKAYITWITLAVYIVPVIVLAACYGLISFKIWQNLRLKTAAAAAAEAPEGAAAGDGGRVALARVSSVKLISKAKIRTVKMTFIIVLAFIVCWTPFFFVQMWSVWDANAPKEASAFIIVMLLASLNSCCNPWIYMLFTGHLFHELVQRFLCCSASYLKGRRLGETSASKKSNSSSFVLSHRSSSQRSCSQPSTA
GalR3 antag: GalR3 antagonists in HEK293 cells, primary screen, cell-based, fluorescence readout; 360,000 tested, 0.44% active; HEK293 GalR3-CNG cAMP membrane potential fluorescence; galR3 body fused to GalR1 C-terminus; inhibition, % at 3 µM; Galanin receptor type 3 (Homo sapiens), O60755;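 active means inhibition above the screen-wide average plus 3 SD, cut at about 13% in these data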;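 further: forskolin and galanin both at EC90 stimulate the cells; cAMP rise reported by CNG channel membrane potential dye signal; 0% = forskolin plus galanin with DMSO and 100% = forskolin alone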
V1R ag counter: agonists of human V1a receptor, primary screen, counter-screen for OXTR agonist project, fluorescence, CHO-V1R cells. Fluo-8 calcium fluorescence, agonist mode; 0% DMSO, 100% 3 nM vasopressin. Vasopressin V1a receptor (Homo sapiens), P37288. activation, % at 3 µM. 320,000 tested, 0.25% active;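 active means activation above the mean activation of all tested compounds plus 3 SD, per screening run, cut at about 20% in these data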;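 further: signal is peak over basal fluorescence ratio across a 100 second FLIPR read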
MEKK3 PB1 HTS: modulators of MEKK3-MEK5 PB1 binding, primary screen, biochemical, wildtype MEKK3, multiplex bead flow cytometry, Alexa488-MEK5; bead-based flow cytometry, Alexa488-MEK5 binding to MEKK3; actives lie on both sides; 0 = blocked by unlabeled MEK5, 100 = vehicle; binding response (% of control), % at 10 µM; Mitogen-activated protein kinase kinase kinase 3 (Homo sapiens), Q99759; AID 1529, 2009; 290,000 tested, 1.4% active;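 active means binding response more than 3 SD above or below the average of its plate-row segment, actives on both sides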;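 further: Alexa488 bead fluorescence after subtracting the streptavidin-only scavenger bead signal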
Target sequence (Q99759 whole entry, looked up): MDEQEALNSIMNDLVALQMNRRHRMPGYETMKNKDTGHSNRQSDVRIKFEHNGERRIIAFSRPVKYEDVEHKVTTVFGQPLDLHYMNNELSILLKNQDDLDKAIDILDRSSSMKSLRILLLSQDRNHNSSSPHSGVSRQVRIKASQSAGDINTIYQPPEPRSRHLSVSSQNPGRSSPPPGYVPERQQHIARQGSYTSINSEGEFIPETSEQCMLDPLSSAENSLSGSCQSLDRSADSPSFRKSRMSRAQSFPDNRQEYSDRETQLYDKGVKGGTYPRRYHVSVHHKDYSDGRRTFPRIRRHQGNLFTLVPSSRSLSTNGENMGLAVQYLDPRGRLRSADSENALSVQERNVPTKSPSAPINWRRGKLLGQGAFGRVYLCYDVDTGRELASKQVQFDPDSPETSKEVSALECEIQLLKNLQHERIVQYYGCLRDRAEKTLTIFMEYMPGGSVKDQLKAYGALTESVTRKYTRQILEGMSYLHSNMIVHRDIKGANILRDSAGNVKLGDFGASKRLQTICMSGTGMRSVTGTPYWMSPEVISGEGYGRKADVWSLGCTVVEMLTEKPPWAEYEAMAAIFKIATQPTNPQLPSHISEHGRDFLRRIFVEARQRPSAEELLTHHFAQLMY
Numbers without * were called inactive; . = no result given; & = joins results of further samples. No enrichment for hits; about 5.4% have a hit in one of these screens.

| SMILES | MEKK2 mut-MEK5 | GPR7 antag | GalR3 antag | PHOSPHO1 block | MEKK3 PB1 HTS | OXTR ag | NALP1 inh | V1R ag counter | MEKK2 WT-MEK5 |
| --- | --- | --- | --- | --- | --- | --- | --- | --- | --- |
| CCC(C)(C)C1CCC2(CC1)NC(=O)N(CC(=O)Nc1cc(C(F)(F)F)ccc1N1CCOCC1)C2=O (configuration not stated) | 4 | 0 | -1 | . | 104 | 0.1 | -10 | 0.7 | 106 |
| Cc1ccc(C(c2nnnn2Cc2cccs2)N2CCN(Cc3ccc4c(c3)OCO4)CC2)cc1 (configuration not stated) | 3 | 5 | -9 | -42 | 102 | 0.2 | -5 | 0.7 | 113 |
| Cc1cccc(NC(=O)c2ccc(-c3ccccc3[N+](=O)[O-])o2)c1 | -10 | 0 | -2 | 41 | 106 | -2.8 | 14 | -1.2 | 91 |
| Nn1c(SCc2cccc(Oc3ccccc3)c2)nnc1C(F)(F)F | 0 | -9 | -8 | -5 | 99 | -1.9 | 32 | 1.2 | 102 |
| CCOC(=O)c1cn2nc(N3CCCC3)ccc2n1 | -19 | -1 | 0 | 17 | 80 | -0.7 | . | -0.8 | 87 |
| Cc1cc(NC(=O)CSc2nc(C(C)C)nc3ccccc23)no1 | -3 | 1 | -1 | 33 | 91 | -1.0 | 29 | 0.2 | 87 |
| CCOc1ccc(C(=O)NCC2CCCO2)cc1 (configuration not stated) | 10 | -18 | -3 | 3 | 103 | -0.3 | . | 0.3 | 103 |
| O=C(c1ccc(-n2cnnn2)cc1)N(C1CCCCC1)C1CCCCC1 | -8 | -11 | -3 | 26 | 94 | 0.3 | -6 | 0.9 | 94 |
| O=C(c1ccccc1F)N1CCN(c2ccccc2)CC1 | 1 | -7 | -7 | 4 | 103 | -0.5 | 35 | -0.1 | 103 |
| CCc1nc(Nc2ccc(NC(C)=O)cc2)c2oc3ccccc3c2n1 | 4 | -7 | -10 | . | 98 | -2.7 | 4 | 0.2 | 100 |
| CCCCOc1ccc(C(C)NC(=O)CCS(=O)(=O)Cc2ccc(C)cc2)cc1 (configuration not stated) | 0 | -3 | -6 | -4 | 116 | 6.4 | 18 | 11 | 104 |
| O=C(CSc1nc2ccccc2c(=O)[nH]1)N1CCCCCC1 | 12 | -4 | 0 | 0 | 105 | 0.2 | -6 | 0.5 | 112 |
| Nc1cc(=O)[nH]c(SCC(=O)Nc2nc3ccc([N+](=O)[O-])cc3s2)n1 | 3 | -2 | . | 6 | 107 | 0.7 | 5 | -0.3 | 108 |
| COC(=O)c1oc2c(c1C)C1(CCC2)SCCS1 | 6 | 0 | 8 | 7 | 102 | -2.6 | 2 | -1.6 | 100 |
| COC(=O)c1cccc(NC(=O)C2COc3ccccc3O2)c1 (configuration not stated) | 0 | -10 | -6 | 9 | 102 | -1.1 | 6 | -1.2 | 107 |
| CC(=O)c1c(C)[nH]c(C(=O)CSc2nnc(C3CCCCC3)n2N)c1C | -4 | 9 | -7 | 15 | 83 | -1.8 | 24 | -0.7 | 86 |

Overlap with the part before: 4 entries, then new ones.
| SMILES | MEKK2 mut-MEK5 | GPR7 antag | GalR3 antag | PHOSPHO1 block | MEKK3 PB1 HTS | OXTR ag | NALP1 inh | V1R ag counter | MEKK2 WT-MEK5 |
| --- | --- | --- | --- | --- | --- | --- | --- | --- | --- |
| Nc1cc(=O)[nH]c(SCC(=O)Nc2nc3ccc([N+](=O)[O-])cc3s2)n1 | 3 | -2 | . | 6 | 107 | 0.7 | 5 | -0.3 | 108 |
| COC(=O)c1oc2c(c1C)C1(CCC2)SCCS1 | 6 | 0 | 8 | 7 | 102 | -2.6 | 2 | -1.6 | 100 |
| COC(=O)c1cccc(NC(=O)C2COc3ccccc3O2)c1 (configuration not stated) | 0 | -10 | -6 | 9 | 102 | -1.1 | 6 | -1.2 | 107 |
| CC(=O)c1c(C)[nH]c(C(=O)CSc2nnc(C3CCCCC3)n2N)c1C | -4 | 9 | -7 | 15 | 83 | -1.8 | 24 | -0.7 | 86 |
| CC(=O)Nc1c2c(nn1-c1cccc(Cl)c1)CS(=O)C2 (configuration not stated) | -2 | -4 | -2 | 9 | 96 | 0.0 | 12 | 0.7 | 103 |
| Cc1nn(Cc2ccccc2Cl)c2sc(C(=O)Nc3nccs3)cc12 | 1 | -8 | -4 | 11 | 102 | -0.8 | 29 | -0.4 | 107 |
| O=C(NNC(=O)c1ccccc1-n1cccc1)c1ccc(Cl)cc1 | 3 | 0 | -1 | 7 | 100 | -0.8 | 17 | -0.8 | 99 |
| COc1ccc(C(C)=O)cc1COC(=O)CCCN1C(=O)c2ccccc2C1=O | -2 | -15 | -1 | 37 | 96 | 1.5 | -8 | 1.7 | 92 |
| O=S1(=O)C=C(SCc2ccccc2)Nc2ccccc21 | 10 | -6 | -2 | 50 | 106 | 6.6 | 4 | 7.0 | 107 |
| Cc1cc(C)nc(NS(=O)(=O)c2ccc(NC(=O)C3COc4ccccc4O3)cc2)n1 (configuration not stated) | -1 | -4 | -1 | 56 | 100 | -0.4 | 6 | 0.4 | 100 |
| O=C(c1ccc2nc[nH]c2c1)N1CCc2ccccc2C1 | -4 | -9 | -2 | 8 | 95 | 0.3 | 1 | -0.7 | 93 |
| CCc1c(O)nc(SCC(=O)Nc2ccc(OC)cc2)n(C2CCCCC2)c1=O | -1 | -1 | -4 | 39 | 102 | 5.2 | 29 | 6.4 | 100 |
| O=C(CSc1nnc(COc2ccccc2)o1)c1ccccc1 | -11 | -1 | -3 | 24 | 82 | -1.1 | 17 | -0.4 | 84 |
| S=c1[nH]c2ccccc2n1CCOc1ccccc1 | -1 | -12 | -8 | -46 | 103 | -0.9 | 12 | 2.8 | 97 |
| Cc1c(C)n(CC(O)CN2CCOCC2)c2ccccc12 (configuration not stated) | -18 | 4 | -5 | -6 | 69 | 1.3 | -1 | -1.0 | 73 |
| COc1ccc(NC(=O)CCc2nc(-c3ccccc3F)no2)cc1 | -12 | -2 | -3 | 26 | 99 | 8.6 | 4 | 6.5 | 99 |
| O=C(NCCc1ccccc1)C1COc2ccccc2O1 (configuration not stated) | 5 | 2 | -13 | 42 | 107 | -1.6 | 11 | 0.0 | 104 |
| Cc1ccccc1NC(=O)CN(C)S(=O)(=O)c1cccs1 | -3 | 8 | -10 | -14 | 100 | 6.6 | 18 | 0.6 | 101 |
| Cc1nn(-c2ccccc2)c2c1C1(C(=O)N(C(C)C)c3ccccc31)C(C#N)=C(N)O2 (configuration not stated) | 5 | 17 | -1 | -32 | 102 | 15 | 2 | 6.2 | 99 |
| Cc1cc(OCc2cc(C(=O)N3CCCCCC3)no2)cc(C)c1Cl | 8 | -1 | -2 | 38 | 106 | -0.3 | 8 | 0.7 | 104 |
| O=C(CCSc1ccccc1)NCCN1CCOCC1 | -9 | 17 | -5 | 39 | 85 | 0.8 | 4 | 1.0 | 89 |
| O=C(Nc1cc2ccccc2oc1=O)c1ccccc1 | -5 | 13 | -2 | -83 | 106 | -0.1 | 11 | 1.8 | 101 |
| N/C(=N\OC(=O)CCCc1ccccc1)c1cccnc1 | 0 | -8 | -6 | -10 | 119 | -2.0 | 15 | 0.2 | 105 |
| COc1ccc2cc(OCC(=O)NNC(=O)Nc3ccc(C(C)=O)cc3)ccc2c1 | 0 | -3 | 2 | 3 | 93 | 0.7 | 14 | 3.3 | 92 |
| Cc1ccc(S(=O)(=O)Nc2c(C)[nH]c(=O)[nH]c2=O)cc1C | 1 | -7 | -2 | 3 | 80 | 0.6 | 20 | 1.4 | 100 |
| CCOC(=O)c1cccc(NC(=O)CCNS(=O)(=O)c2cc(Br)cnc2N)c1 | 8 | 0 | -7 | 27 | 102 | 4.8 | 7 | 3.6 | 101 |
| OC(CNCc1ccco1)COc1ccccc1 (configuration not stated) | 5 | -6 | -8 | -3 | 96 | . | -18 | . | 97 |
| O=C(CSc1nnnn1Cc1ccccc1)NC1CCCCC1 | -1 | 17 | -2 | 44 | 101 | -1.3 | -6 | 0.4 | 101 |
| CCOC(=O)C1CCCN(C(=O)c2cc(-c3ccccc3)on2)C1 (configuration not stated) | -13 | -7 | -4 | -10 | 78 | -0.9 | 14 | 0.8 | 81 |
| COC(=O)c1ccc(C2C(C#N)=C(N)Oc3cc(N)ccc32)cc1 (configuration not stated) | 4 | -7 | -8 | . | 98 | 1.4 | -9 | 1.0 | 101 |
| NNS(=O)(=O)c1ccc2c(c1)Cc1cc(S(=O)(=O)NN)ccc1-2 | 6 | -9 | -9 | 47 | 102 | -0.1 | 3 | 0.4 | 104 |
| COc1ccc(S(=O)(=O)N2CC(=O)Nc3ccccc32)cc1F | 11 | -1 | -9 | 19 | 107 | 3.5 | 13 | 1.1 | 110 |
| Cc1nc(Cl)sc1C(=O)NC(C)c1ccc(Cl)cc1 (configuration not stated) | 1 | 2 | -8 | -3 | 98 | 4.3 | 16 | 4.2 | 102 |
| O=C1C=C(c2ccccc2)OC(=O)C1C(=O)c1ccccc1 (configuration not stated) | -23&4 | -13&-3 | -2 | 19&6 | 87&105 | 0.1 | 9&-8 | 0.1 | 87&100 |
| COc1ccc(CN(C)CC(=O)c2c(N)n(Cc3ccccc3)c(=O)n(C)c2=O)c(OC)c1 | 12 | 10 | -3 | 34 | 110 | -1.2 | . | 0.7 | 116 |
| Cc1cccnc1CN1CCN(Cc2nc(Cc3cccc(F)c3)no2)CC1 | -3 | -8 | 2 | 46 | 92 | -0.1 | -6 | -0.3 | 102 |
| CCCC(=O)Nc1ccc2c(c1)COC2=O | -6 | -7 | -6 | -1 | 95 | 0.6 | -2 | 0.6 | 92 |
| COc1cc(C(C)=O)ccc1Oc1ncccn1 | 10 | -7 | -8 | 46 | 105 | -0.1 | -5 | -0.5 | 107 |
| Cc1ccc2cc(C(c3nnnn3C3CCCC3)N(Cc3ccccc3)Cc3ccco3)c(=O)[nH]c2c1 (configuration not stated) | -11 | -4 | 1 | 34 | 98 | -1.2 | -9 | -0.2 | 88 |
| O=C1N/C(=N/NC(=O)c2cccc3ccccc23)S/C1=C\c1ccccc1OCc1ccccc1 | -19 | -16 | -1 | 28 | 84 | . | -8 | . | 78 |
| CN(Cc1cccs1)C(=O)COC(=O)CNC(N)=O | -1 | -10 | -6 | 16 | 99 | 0.5 | 14 | -0.3 | 101 |
| CCC(CC)NC(=O)COC(=O)c1cc(SC)ccc1Cl | 1 | -5 | 1 | 32 | 112 | -0.9 | 6 | -0.5 | 103 |
| COC(C/C=C\[C@@H](O)[C@H](C)OCc1ccccc1)OC | -3 | . | -5 | . | 103 | 0.8 | . | -0.4 | 98 |
| CC(C)CC(=O)Nc1cc([N+](=O)[O-])ccc1Cl | 4 | 4 | . | -3 | 103 | -1.6 | 6 | -0.5 | 104 |
| CCOC(=O)C1=C(CC)Nc2ccccc2N/C1=N\S(=O)(=O)c1ccc(C(=O)OCC)cc1 | -4 | 11 | 0 | -16 | 108 | 1.3 | 4 | 3.1 | 103 |
| CC1CCCCC12NC(=O)N(Cn1nnc3ccccc3c1=O)C2=O (configuration not stated) | 12 | -7 | -1 | 10 | 100 | -0.3 | 3 | 1.4 | 101 |
